human PMI inhibitors – MPI inhibition at elevated mannose 6-phosphate – biochemical, fluorescence intensity, high mannose 6-phosphate, primary screen (AID 1220); recombinant PMI enzyme, coupled fluorescence intensity; higher % means a stronger effect; inhibition, % at 20 µM, or IC50 in µM where a hit was titrated; 0.66% of 190,000 active
XIAP antagonists – small molecules displacing peptide from XIAP – biochemical, IAP family, fluorescence polarization (AID 1018); XIAP BIR domain, fluorescence polarization peptide displacement; higher % means a stronger effect; one-dose displacement, % at 20 µM; IC50 in µM for titrated hits; 0.007% of 200,000 active; in the data active means displacement above about 50%; further: a part of the inactive calls stands beside numbers as strong as those of hits
UTI89 phage lysis – protection from phage-mediated lysis, alamar blue read-out – E. coli UTI89, K1F phage, bacterial capsule biogenesis inhibitors (AID 488966); E. coli UTI89 K1F phage lysis, alamar blue, 2 h; higher % means a stronger effect; inhibition, % at 100 µM; hits with a dose series show IC50 in µM; 0.02% of 340,000 active;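 active means phage lysis inhibition, versus mean bacterial control, above a set limit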;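 further: capsule biogenesis inhibitors block K1F phage lysis so surviving cells raise fluorescence; higher fluorescence means more inhibition of phage lysis; actives were called in the ten point dose series up to 300 µM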
P. falciparum M1AAP – P. falciparum M1AAP inhibitors, biochemical, fluorogenic H-Leu-NHMec substrate, 1536-well (AID 1445) | inhibition, % at 30 µM; hits with a dose series show IC50 in µM | 0.42% of 220,000 active | recombinant M1AAP, H-Leu-NHMec fluorogenic kinetic assay; higher % means a stronger effect;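 active means primary inhibition above the hit cutoff, then over 50% inhibition at one or more dose response concentrations, cut at about 23% in these data, passing the limit was not always enough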;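 further: plate controls were DMSO full reaction for no effect and no enzyme background for full effect; strong numbers were not always called active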
SIAH1 antagonists – blockers of Siah-1 interaction with plectin peptide – biochemical, fluorescence polarization, rhodamine-plectin, uHTS, primary screen (AID 1817). Siah-1 / rhodamine-plectin peptide fluorescence polarization; higher % means a stronger effect. displacement, % at 20 µM; hits with a dose series show IC50 in µM. 0.02% of 290,000 active;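 active means displacement of at least 50% at 20 µM, with a fluorescence ratio check between 0.3 and a set limit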;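 further: plate controls were Siah plus tracer with DMSO for no effect and tracer alone without Siah for full effect; strong numbers were not always called active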
PMI inhibitors – inhibitors of human PMI, primary screen, biochemical, fluorescence intensity, coupled assay (AID 1209). 0.42% of 190,000 active. one-dose inhibition, % at 20 µM; IC50 in µM for titrated hits. purified PMI enzyme, coupled fluorescence intensity; higher % means a stronger effect;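 further: plate controls were DMSO vehicle for no effect and wells lacking substrate for full effect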
P. falciparum M17LAP – P. falciparum M17LAP inhibitors, primary screen, biochemical, fluorogenic H-Leu-NHMec substrate, 1536-well (AID 1619) | recombinant M17LAP, H-Leu-NHMec fluorogenic kinetic assay; higher % means a stronger effect | inhibition, % at 30 µM, or IC50 in µM where a hit was titrated | 0.38% of 220,000 active;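 active means compound inhibiting the enzyme by more than half at any dose during confirmatory dose-response retesting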;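 further: plate controls were full reaction with DMSO carrier for no effect and no enzyme background for full effect; strong numbers were not always called active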
Lipid droplet – hepatic lipid droplet formation modulation; AML12 mouse hepatocytes, oleate lipid droplets, BODIPY imaging; inhibition, % at 6.5 µM; 0.4% of 240,000 active; AID 1656;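 active means lipid droplet intensity inhibited by at least 50%, with more than 500 cells counted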
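Technique: fluorescence imaging, 20x objective, two fields per well / Assay system: AML12 hepatocytes (mouse) / Measure: % inhibition of lipid droplet signal / Doses: 6.5 µM single-point dosing / Incubation: overnight exposure / Reagent: 100 µM oleic acid challenge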
TNAP activation fold – stimulation of alkaline phosphatase TNAP activity – biochemical, luminescent, no phosphate acceptor, uHTS, primary screen (AID 1001). activation fold at 20 µM, or EC50 in µM where a hit was titrated. purified TNAP, luminescent activation assay, no phosphate acceptor; higher activation fold means a stronger effect. 0.03% of 200,000 active; in the data active means activation fold from about 3, or a potency from the dose series; inactive means the rest, 99 in 100 with activation fold below about 1.6; further: many of its hits are not listed in these tables
Lipid droplet cells 6.5 µM – second read-out of Lipid droplet, no call of its own (marks repeat the call); cell count; measured here: cell count, cytotoxicity flag;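 cells counted across two imaged fields per well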
* = called active by the depositor; i = inactive; / = no result given; [ ] = remark or other dose. Unless noted, no stated cut-off is given here; in the data, active means inhibition above about 50%; inactive means the rest.

SMILES	human PMI inhibitors	XIAP antagonists	UTI89 phage lysis	P. falciparum M1AAP	SIAH1 antagonists	PMI inhibitors	P. falciparum M17LAP	Lipid droplet	Lipid droplet cells 6.5 µM	TNAP activation fold
S=c1[nH]nc(-c2cc(-c3ccccc3)n[nH]2)n1/N=C/c1ccccc1	/	/	-0.4%[50 µM]	10%	0%	/	4%	0	720	/
COc1c([N+](=O)[O-])c(=O)oc2ccccc12	-18%	-15%	1.4%[50 µM]	5%	15%	-15%	-41%	-23	599	1.1
Cc1[nH]c2ccccc2c1/C=C/c1nc2ccccc2c(=O)n1CCO	-1%	-11%	0.0%	9%	-5%	-7%	12%	3	608	1
CCO[C@H]1OC(C(=O)N2CCN(Cc3ccc4c(c3)OCO4)CC2)=C[C@@H](c2ccccc2)[C@@H]1CCCO	8%	-2.3%	-0.4%	-3%	7%	8%	-8%	2	716	1.1
COc1ccc(/C=C/C(=O)OCC(=O)c2c(N)n(C)c(=O)n(C)c2=O)cc1	12%	-13%	1.5%	6%	-4%	2%	4%	2	581	1.1
CC(C)c1ccc(NC(=O)NC2CCCCC2)cc1	4%	-2.5%	-0.1%	4%	0%	6%	3%	-4	768	1.1
O=C1CC(N2CCN(c3nc4ccccc4s3)CC2)C(=O)N1c1ccc(F)cc1 (stereo not given)	0%	-0.7%	-0.5%	3%	-1%	4%	1%	3	769	1
N#CC1(Cc2ccc([N+](=O)[O-])cc2)c2ccccc2C=CN1C(=O)c1ccccc1 (stereo not given)	17%	-7.3%	3.4%[50 µM]	1%	0%	24%	9%	-9	785	1.1
CCCCn1cnc2c1c(=O)n(C)c(=O)n2C	7%	-6.7%	0.1%	1%	0%	-12%	5%	16	790	1
Cc1nc([N+](=O)[O-])c(N2CCN(C)CC2)n1Cc1ccccc1	5%	-3.6%	1.4%	5%	2%	12%	4%	/	/	1.1
COc1ccc(NCC(=O)Nc2ccc(Cl)cc2C)c(OC)c1	29%	-20%	0.0%	4%	6%	30%	-1%	-11	613	1.1
CCCCNCCCOc1ccc(C)cc1Br	1%	2.4%	1.0%	-6%	14%	6%	12%	1	712	1.1
O=C(c1ccc(Cl)nc1)N1CCc2ccccc2C1	6%	-5.4%	0.8%	-1%	4%	8%	14%	6	791	1
Cc1ccc(NC(=O)c2c(-c3ccccc3)noc2C)nc1	8%	-10%	2.5%[50 µM]	6%	-6%	1%	-4%	3	670	1
Cc1ccc(S(=O)(=O)CC2CSc3nnc(C)c(=O)n32)cc1 (stereo not given)	4%	-1.9%	1.8%	-3%	0%	3%	-8%	1	592	1.1
CCNC(=O)COC(=O)c1ccc(-c2nc3ccccc3s2)s1	1%	-8.7%	0.2%	2%	5%	2%	1%	1	702	1.1
O=C(CN1C(=O)CCSc2ccccc21)Nc1ccc2c(c1)OCO2	-2%	-8.8%	-0.5%	0%	-1%	4%	49%	0	766	1
O=C(CCN1C(=O)c2ccccc2C1=O)Oc1ccc2ccccc2c1	10%	-0.9%	3.5%	1%	2%	10%	-3%	/	/	1.1
COc1cccc(C(=O)NCc2cccnc2)c1	1%	-7.9%	0.1%	-3%	-6%	7%	-5%	-2	802	1.1
Cc1c(C(=O)NCCc2ccc3c(c2)OCCO3)oc2ccccc12	5%	-5.9%	0.1%	4%	-4%	6%	33%	-5	745	1.1

Ordered by molecular weight (high to low): part of the list above.
SMILES	human PMI inhibitors	XIAP antagonists	UTI89 phage lysis	P. falciparum M1AAP	SIAH1 antagonists	PMI inhibitors	P. falciparum M17LAP	Lipid droplet	Lipid droplet cells 6.5 µM	TNAP activation fold
N#CC1(Cc2ccc([N+](=O)[O-])cc2)c2ccccc2C=CN1C(=O)c1ccccc1 (stereo not given)	17%	-7.3%	3.4%[50 µM]	1%	0%	24%	9%	-9	785	1.1
COc1ccc(/C=C/C(=O)OCC(=O)c2c(N)n(C)c(=O)n(C)c2=O)cc1	12%	-13%	1.5%	6%	-4%	2%	4%	2	581	1.1
O=C(CCN1C(=O)c2ccccc2C1=O)Oc1ccc2ccccc2c1	10%	-0.9%	3.5%	1%	2%	10%	-3%	/	/	1.1

(listing goes on)
SMILES	human PMI inhibitors	XIAP antagonists	UTI89 phage lysis	P. falciparum M1AAP	SIAH1 antagonists	PMI inhibitors	P. falciparum M17LAP	Lipid droplet	Lipid droplet cells 6.5 µM	TNAP activation fold
CN(C)c1ccc(C(CC(=O)c2ccccc2)C2CCCCC2=O)cc1 (stereo not given)	-8%	-6.6%	0.6%	-1%	1%	1%	7%	2	711	1
Cc1cc(Cl)ccc1OCc1nc(-c2ccc(O)cc2)n[nH]1	11%	-13%	-0.6%	2%	-1%	15%	3%	-44	466	0.9
Cn1cc(/C=C(\C#N)C(=O)Nc2ncc(Cc3cccc(Cl)c3)s2)c2ccccc21	10%	-5.0%	/	4%	8%	4%	-4%	20	677	0.9
CC1CC(=O)N(c2ccc(NCCc3ccc(O)cc3)c([N+](=O)[O-])c2)C1=O (stereo not given)	-8%	-0.1%	-0.2%	11%	-1%	-2%	4%	-1	690	0.8
COc1ccc(/C=C(/NC(=O)c2ccccc2)c2nc3ccc(Cl)cc3[nH]2)cc1OC	18%	-2.3%	2.9%[50 µM]	8%	6%	4%	-3%	41	680	1.2
CCCc1nnc(NC(=O)CCC(=O)N2CCN(S(=O)(=O)c3ccc(C)cc3)CC2)s1	/	/	0.1%	3%	-7%	/	-6%	-1	736	/
C=CCOC(=O)C1=C(C)OC(N)=C(C#N)C1c1ccc(OC)c(CSc2ccccn2)c1 (stereo not given)	11%	-1.8%	1.3%	3%	2%	20%	1%	-7	615	1
O=C(NCCN1C(=O)S/C(=C\c2cccs2)C1=O)[C@H](Cc1ccccc1)N1C(=O)c2ccccc2C1=O	-5%	-7.3%	/	-1%	15%	-4%	9%	14	621	1
Cc1ccc(C)c(-n2nnnc2SCC(=O)NNC(=O)c2ccco2)c1	-2%	-4.9%	0.4%	-1%	12%	12%	-4%	2	746	2.2
COc1ccc(N(C(=O)COc2ccc(C)cc2)S(=O)(=O)c2ccc(C)cc2)cc1	2%	-1.3%	1.7%	0%	9%	22%	6%	-3	616	0.9
Cc1ccc(C(=O)c2coc3c2C(=O)C(=O)c2ccccc2-3)cc1	/	0.3%	0.1%	2%	6%	73%*	8%	-29	705	1
COCC(C)N=CC1=C(O)CC(C)(C)CC1=O (stereo not given)	-4%	-2.2%	-0.9%	5%	-2%	1%	7%	/	/	1
O=C(c1ccccc1)N1CCn2c1nc1ccccc12	-1%	-4.0%	0.2%	/	0%	-4%	/	-13	645	1
CNC(=O)c1c2c(nc3ccc(Br)cc13)CCCC2	16%	-5.0%	0.2%	0%	5%	10%	-4%	4	672	1
COc1ccccc1CNC(=S)Nc1ccc2nc(N3CCN(C)CC3)cc(C)c2c1	17%	-10%	-0.1%	9%	-8%	1%	4%	-90	628	1.1
Cc1ccc(C(=O)C2=C(O)C(=O)N(c3ncccn3)C2c2ccc(F)cc2)o1 (stereo not given)	/	/	-0.2%	8%	0%	/	1%	30	681	/
COc1ccc(/C=N/NC(=O)c2cccc(NC(=O)c3ccccc3Cl)c2)c(OC)c1	8%	-5.3%	-2.7%	21%	8%	4%	4%	39	725	1.1
CC(=O)c1c(C)[nH]c(C(=O)CSc2nnc(-c3cccs3)n2Cc2ccccc2)c1C	0%	-15%	0.2%	5%	2%	11%	-4%	-8	739	1
COc1ccc(-n2cc(-c3ccc(Cl)cc3)[nH]c2=S)cc1	/	/	-0.9%[50 µM]	5%	8%	/	-3%	-2	684	/
Cc1onc(-c2c(F)cccc2Cl)c1C(=O)N1CCCc2ccccc21	4%	2.0%	-0.3%	-2%	2%	6%	2%	/	/	1.1
O=C(/C=C/c1cccc(Cl)c1)N1CCC(Cc2ccccc2)CC1	4%	-2.0%	7.1%	-1%	6%	8%	-1%	-9	719	1.1
Cc1ccccc1N1CCN(c2ncnc3scc(-c4cccs4)c23)CC1	17%	-4.5%	1.8%	4%	1%	16%	-2%	/	/	1.1
COc1ccc(S(=O)(=O)N(CC(=O)NCc2ccco2)c2ccccc2)cc1OC	14%	3.4%	-2.2%	12%	4%	13%	12%	12	722	1.1
N#Cc1ccc(C(=O)Nc2nnc(-c3ccco3)o2)cc1	-5%	-2.3%	0.3%	9%	13%	-18%	11%	-13	716	1.1
CCOC(=O)C1(C)C=C(Nc2ccc(O)cc2)C(=O)N1c1ccc(O)cc1 (stereo not given)	58%*	-3.7%	1.4%	7%	i	28%	-2%	-3	633	1
COc1ccc(-c2cc(C(=O)Nc3c(C)nn(Cc4ccc(Cl)cc4)c3C)no2)cc1	1%	-5.1%	-0.4%	0%	-6%	8%	-2%	-51	744	1.1
Cc1cc(C)c(C(=O)CSc2nnc(N)s2)c(C)c1	-6%	-5.4%	0.0%	9%	0%	-9%	3%	3	693	0.9
COc1ccccc1C(=O)N/N=C/c1ccc(Cl)s1	-17%	-27%	0.1%	9%	-5%	-8%	27%	-20	544	1
CCCNC(=O)/C=C/c1ccc(S(=O)(=O)Nc2ccccc2OC)cc1	-4%	-5.2%	-0.9%	-5%	0%	-12%	8%	-8	653	1.1
Cc1ccc(NC(=O)C(=O)NCc2ccco2)c(C)c1	-1%	-5.0%	0.3%	3%	1%	-4%	32%	0	716	1
O=C(O)c1ccc(COc2ccc(Cl)cc2)o1	-10%	-5.0%	-0.3%	10%	-2%	-3%	27%	-2	752	1
CCOC(=O)c1nn(-c2ccccc2)c(C#N)c1NC(=O)c1nn(CC)cc1Br	4%	-4.3%	2.0%	4%	1%	12%	0%	-24	705	1
Cc1cccc(C)c1NC(=O)C(NC=O)c1ccc(Cl)cc1 (stereo not given)	5%	2.5%	-0.1%	0%	1%	7%	13%	-16	639	1.1
C=CCC(O)(CCN1CCCCC1)c1ccccc1 (stereo not given)	-3%	-8.6%	0.4%	1%	4%	-3%	-11%	/	/	1.1
Cc1occc1C(=O)Nc1cc(C(F)(F)F)ccc1Cl	10%	-5.5%	0.1%	4%	-1%	16%	12%	-2	718	1.1
O=S(=O)(c1ccc(F)cc1)N1CCN(c2ccccc2)CC1	-2%	-7.1%	-6.0%	5%	-3%	-1%	15%	13	808	1.1
O=C(COn1nnc2ccc(C(F)(F)F)cc21)Nc1nnc(-c2ccccc2)o1	-4%	1.6%	-0.6%	-8%	-1%	4%	41%	15	699	1
CCn1c(=O)c(C(=O)CN(C)Cc2cccc(OC)c2OC)c(N)n(Cc2ccccc2)c1=O	-9%	-0.9%	0.3%	-1%	1%	1%	14%	-13	612	1

Bioassay records: PubChem BioAssay, several laboratories
